NPY-Y2 PAM-ag = human NPY-Y2 potentiation or agonism, primary screen | cells expressing NPY-Y2, potentiator/agonist read-out | 220,000 tested, 0.45% active | P49146 | AID 1359 | activation, % at 3.6 µM; in the data active = activation above about 27%;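 also: cells stimulated with NPY near EC25 plus isoproterenol at EC100; 0% = vehicle plus submaximal agonist and 100% = vehicle plus saturating agonist; some results beyond the cut were filed as inactive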
RBBP9 inhibitor = human RBBP9 hydrolase inhibition; AID 1515; inhibition, % at 7.94 µM; recombinant RBBP9, FP-Rh probe fluorescence polarization; O75884; 220,000 tested, 0.2% active;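 active = inhibition above the campaign mean of all tested compounds plus 3 SD, cut at about 14% in these data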;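 also: plate controls were DMSO wells with RBBP9 for no effect and wells lacking RBBP9 protein for full effect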
Target sequence (O75884 whole entry, looked up): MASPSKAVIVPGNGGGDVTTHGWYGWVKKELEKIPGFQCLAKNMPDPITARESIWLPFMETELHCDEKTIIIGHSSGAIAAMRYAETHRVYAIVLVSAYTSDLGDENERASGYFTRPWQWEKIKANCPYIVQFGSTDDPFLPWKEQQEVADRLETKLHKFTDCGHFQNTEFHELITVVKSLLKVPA
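Assay system: recombinant human RBBP9; Reagent: Serine-hydrolase probe FP-Rh, 375 nM pre-mixing; Doses: 7.94 µM single dose, 0.794% DMSO; Incubation: 30 min then 45 min, 25 °C; Detection: fluorescence polarization (mP), excitation 525 nm, emission 598 nm; Evaluation: percent inhibition from mP, scaled between DMSO and no-protein wells.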
NPY Y1 blocker = NPY-Y1 (human) receptor antagonism. P25929. inhibition, % at 3.6 µM. HEK293-CNG Y1 cells, membrane potential fluorescence; NPY at EC95, then isoproterenol. AID 1040. 200,000 tested, 1% active;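 active = inhibition above the campaign mean inhibition of all tested compounds plus 3 SD, cut at about 20% in these data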;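 also: 0% = DMSO wells given NPY plus isoproterenol and 100% = isoproterenol alone without NPY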
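Benchmarks – high control isoproterenol alone, low control NPY with isoproterenol · Material – HEK293 Y1/CNG channel cell line · Times – dye 3 h, compound 60 min room temperature, stimulation 45 min · Probe or stimulus – NPY (25 nM), isoproterenol (1 µM), Ro 20-1724 (25 µM) · Evaluation – % inhibition of NPY effect · Signal – fluorescence, membrane potential probe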
Runt-SMMHC FRET = blocks binding of human RUNX1 Runt domain to CBFb-SMMHC. 220,000 tested, 0.74% active. inhibition, % at 20 µM. Cerulean-Runt/Venus-CBFb-SMMHC FRET ratio 530/480, 1 h. AID 1434;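 active = mean inhibition across duplicate retests at 20 µM reaching about 50%, limit read from the data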;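 also: 0% = DMSO wells and 100% = wells with excess untagged CBFb-SMMHC; inhibitors lower the FRET ratio by blocking Runt binding to CBFb-SMMHC; some results filed as inactive read as strong as hits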
p97 ATPase inh = human p97 ATPase inhibition; P55072; recombinant p97 ATPase, Kinase-Glo ATP luminescence, 3 h; inhibition, % at 8 µM; 220,000 tested, 0.42% active; AID 1481; in the data active = inhibition above about 15%;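 also: 0% = DMSO vehicle and 100% = wells lacking enzyme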
Target sequence (P55072 whole entry, looked up): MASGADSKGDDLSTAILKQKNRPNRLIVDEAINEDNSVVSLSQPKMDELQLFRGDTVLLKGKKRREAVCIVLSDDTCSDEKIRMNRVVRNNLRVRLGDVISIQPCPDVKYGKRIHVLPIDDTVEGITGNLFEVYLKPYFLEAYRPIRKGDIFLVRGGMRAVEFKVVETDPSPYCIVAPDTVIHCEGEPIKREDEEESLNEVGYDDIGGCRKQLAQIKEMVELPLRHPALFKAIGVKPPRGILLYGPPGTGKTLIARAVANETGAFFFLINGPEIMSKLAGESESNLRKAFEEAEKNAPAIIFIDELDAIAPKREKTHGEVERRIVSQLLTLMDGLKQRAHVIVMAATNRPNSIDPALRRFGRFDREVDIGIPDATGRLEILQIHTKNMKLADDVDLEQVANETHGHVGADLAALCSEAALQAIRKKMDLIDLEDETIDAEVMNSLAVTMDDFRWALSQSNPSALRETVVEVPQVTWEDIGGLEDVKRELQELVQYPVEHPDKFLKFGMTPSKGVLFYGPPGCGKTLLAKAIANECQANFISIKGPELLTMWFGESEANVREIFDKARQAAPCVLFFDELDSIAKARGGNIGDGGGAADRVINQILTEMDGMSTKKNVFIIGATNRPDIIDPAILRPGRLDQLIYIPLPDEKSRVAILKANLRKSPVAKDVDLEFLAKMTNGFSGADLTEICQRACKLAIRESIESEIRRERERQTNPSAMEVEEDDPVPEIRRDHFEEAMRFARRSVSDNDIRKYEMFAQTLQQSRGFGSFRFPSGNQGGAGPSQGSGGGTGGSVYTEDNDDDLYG
NPY-Y1 PAM-ag = potentiators or agonists of human neuropeptide Y receptor Y1. activation, % at 3.6 µM. NPY-Y1 expressing cells, potentiator/agonist activation. P25929. 220,000 tested, 0.37% active; in the data active = activation above about 33%, passing the limit was not always enough;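 also: cells stimulated with NPY at EC10 then isoproterenol at EC100; 0% = low agonist plus stimulus and 100% = saturating agonist plus stimulus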
Mdm2 ligase inh = Mdm2 E3 ligase (human) inhibition | Q00987 | cell-based MDM2 ubiquitination luciferase reporter, 2 h; 0 = plate control, 100 = twice control, blank-subtracted | signal enhancement, % at 5 µM | 210,000 tested, 0.11% active;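 active = signal enhancement of 30% or more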;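 also: luminescence tracks abundance of the self-degrading MDM2-luciferase fusion protein; higher signal means inhibition of MDM2 E3 ligase activity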
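Buffer or medium: Cells held in DMEM | Assay system: Stable mammalian line carrying autodegrading MDM2–luciferase fusion reporter | Quantity: 2000 cells/well | Times: 4 h settle plus 2 h compound, 37 °C | Doses: One concentration, 5 µM, with 0.2% DMSO | Technique: Luminescence with SteadyLite reagent, 15 min at room temperature | Benchmarks: Plate controls and plate blanks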
Hck-Nef inh = human Hck-Nef kinase inhibition; AID 463187; Recombinant Hck-YEEI plus Nef, Z-Lyte FRET kinase assay; 220,000 tested, 0.68% active; inhibition, % at 20 µM; P08631;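 active = Hck-Nef kinase inhibition above about 50%, limit read from the data; inactive = inhibition below that limit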;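 also: 0% = DMSO with Hck plus Nef and 100% = Hck alone without Nef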
Runt-CBFb FRET = inhibitors of human RUNX1 Runt domain binding to CBFb. Q01196+Q13951. Cerulean-Runt/Venus-CBFb FRET ratio 530/480, 1 h. inhibition, % at 20 µM. 220,000 tested, 0.46% active. AID 1496;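 active = inhibition over about 50% at 20 µM in the single-dose screen, limit read from the data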;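 also: 0% = DMSO wells and 100% = excess unlabeled CBFb competitor control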
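Doses: 20 µM compound in 1% DMSO | Material: Cerulean-labeled Runt domain protein | Amount: Each fluorescent fusion protein 100 nM | Schedule: Two 1 h room-temperature incubations shielded from light | Measured by: FRET fluorescence | Evaluation: Loss of energy transfer signal | Controls: Unlabeled CBFb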
The depositor's hits bear a star; / = not tested or not shown. The order is random. Share with any hit: about 3.5%.

1: COCCCn1c(SCC(=O)c2ccccc2)nc2ccccc2c1=O
2: Cc1ccc(S(=O)(=O)CC(=O)N2CCCCCC2)cc1
3: CCOc1ccc(Nc2nc3c(c(=O)[nH]2)CCC3)cc1
4: CCn1cc(C(=O)OCC(=O)c2cc(C)n(-c3cccc(C(F)(F)F)c3)c2C)c(=O)c2ccc(C)nc21
5: O=C(COC(=O)c1cccc([N+](=O)[O-])c1)c1ccc(OCc2ccccc2)cc1
6: C=CCOC(=O)CSCC(NC(=O)OC(C)(C)C)C(=O)OCC (stereo unspecified)
7: CC(C)(C)NC(=O)/C=C/c1cccc(C(F)(F)F)c1
8: O=C(CSCc1ccc([N+](=O)[O-])cc1)Nc1ccc(S(=O)(=O)N2CCCCCC2)cc1

Compound	1	2	3	4	5	6	7	8
NPY-Y2 PAM-ag	-3	15	-1	3	1	4	-3	12
RBBP9 inhibitor	-3	-4	-9	1	-5	11	-5	-8
NPY Y1 blocker	3	-3	-2	-3	-3	-3	7	-4
Runt-SMMHC FRET	-4	3	-2	-1	-1	1	0	-2
p97 ATPase inh	-4	6	-1	3	2	2	1	2
NPY-Y1 PAM-ag	-4	-12	-18	11	-8	8	23	12
Mdm2 ligase inh	-9	-3	-9	-12	-12	-13	3	-16
Hck-Nef inh	-21	-1	-1	2	4	2	5	1
Runt-CBFb FRET	-3	1	2	-4	1	0	-3	-2

9: Cc1ccc(C)c(N2CCN(C(=O)c3ccc(Cn4c(=S)[nH]c5ccc(N6CCOCC6)cc5c4=O)cc3)CC2)c1
10: COc1ccccc1C1CC(c2c(-c3ccccc3)c3cc(Cl)ccc3[nH]c2=O)=NN1S(C)(=O)=O (stereo unspecified)
11: Cc1ccc(NC2CC(=O)N(Cc3ccccc3)C2=O)cc1 (stereo unspecified)
12: Cn1c(=O)c2cn(-c3ccc4c(c3)OCCO4)cc2n(C)c1=O
13: N#Cc1c(-c2ccccc2)nc(SCc2nc(N)nc(N3CCCCC3)n2)[nH]c1=O
14: O=C(N/N=C/c1c[nH]c2ccccc12)c1cc(-c2ccccc2)n[nH]1
15: CC/C(C)=N\Nc1nc(-c2cc3cc(OC)ccc3oc2=O)cs1
16: N#Cc1cc(-c2ccccc2)cnc1Sc1ccccc1

Compound	9	10	11	12	13	14	15	16
NPY-Y2 PAM-ag	14	-2	4	0	-7	-11	3	-5
RBBP9 inhibitor	-2	-4	-4	-5	-5	1	-1	-8
NPY Y1 blocker	-1	7	1	8	-1	2	/	-1
Runt-SMMHC FRET	-10	-7	-1	2	0	3	-15	-6
p97 ATPase inh	2	7	-2	1	-1	4	6	4
NPY-Y1 PAM-ag	12	-8	6	16	-6	-8	10	-2
Mdm2 ligase inh	11	-4	-7	-14	-1	-7	-11	-5
Hck-Nef inh	14	2	1	6	1	19	-11	1
Runt-CBFb FRET	5	/	0	1	-2	-4	19	-1

17: COc1ccc(CCN=C(N)NS(=O)(=O)c2ccc(OC)cc2)cc1
18: CC(=O)Oc1cccc2c1C(=O)c1c(OC(C)=O)cc(C(=O)O)cc1C2=O
19: Cc1cc(C)c(S(=O)(=O)NCc2cn3c(C)csc3n2)cc1C
20: CCc1ccc(NS(=O)(=O)c2cccs2)cc1
21: CCC(C)C(=O)Nc1ccc(OC)cc1OC (stereo unspecified)
22: N#Cc1cccc(-c2cn(S(=O)(=O)c3ccc(Cl)cc3)nc2N)c1
23: O=C(c1cnn2ccccc12)N(Cc1ccco1)C1CCCC1
24: CCN1CCCC1CNC(=O)c1cn(C)c2ccc(S(=O)(=O)N3CCCCCC3)cc2c1=O (stereo unspecified)

Compound	17	18	19	20	21	22	23	24
NPY-Y2 PAM-ag	2	-9	15	-2	-11	21	-2	-14
RBBP9 inhibitor	-12	-2	-3	2	6	-5	1	-6
NPY Y1 blocker	-3	3	10	-1	-1	-13	-2	2
Runt-SMMHC FRET	3	-74	-4	-31	-2	-2	-3	1
p97 ATPase inh	3	0	1	0	3	-4	1	-7
NPY-Y1 PAM-ag	-3	-31	5	5	4	33	-9	-30
Mdm2 ligase inh	-8	/	-2	-15	-2	-14	-9	-18
Hck-Nef inh	0	-7	1	1	8	0	1	0
Runt-CBFb FRET	0	-46	-2	-2	3	0	2	-2

25: O=C(CSc1cnc2ccccc2n1)NC1CCCC1
26: Cc1ccc(-n2ncc3c(=O)n(CC#N)cnc32)cc1
27: Cc1ccc(-c2nnc(CSc3nc(C(C)C)nc4sc(C)c(C)c34)o2)cc1
28: Cc1ccc(/C=N\NC(=O)Cn2nnc3ccccc32)o1
29: COC(=O)Nc1ccc(S(=O)(=O)N2CCCC(C(=O)Nc3cccnc3)C2)cc1 (stereo unspecified)
30: O=C(O)c1ccc(/C=N\Nc2ccc(S(=O)(=O)N3CCOCC3)cc2[N+](=O)[O-])cc1
31: O=C(OCc1cccc([N+](=O)[O-])c1)c1ccncc1
32: Cc1ccc(-c2noc(CSc3nnnn3-c3ccccc3)n2)cc1

Compound	25	26	27	28	29	30	31	32
NPY-Y2 PAM-ag	-9	7	-4	-3	5	-10	-5	-15
RBBP9 inhibitor	-3	3	-12	6	-4	-9	0	-3
NPY Y1 blocker	2	3	18	5	4	/	-7	12
Runt-SMMHC FRET	2	1	-2	6	-1	-4	-3	-1
p97 ATPase inh	-1	2	2	7	4	6	2	-1
NPY-Y1 PAM-ag	-20	-9	9	9	12	-10	2	-6
Mdm2 ligase inh	-29	8	4	6	-10	-13	-9	-13
Hck-Nef inh	2	2	11	10	3	16	24	1
Runt-CBFb FRET	1	2	1	10	2	-3	1	1

33: CCC(=O)NC1(C(F)(F)F)C(=O)Nc2c1c(=O)n(C)c(=O)n2C (stereo unspecified)
34: CN(C)c1ccc(/C=N/NC(=O)CCc2c[nH]c3ccccc23)cc1
35: CC/C(=N\NC(=O)COc1ccc(Br)cc1)c1ccc(OC)c(OC)c1
36: O=C(/C=C/c1cccc([N+](=O)[O-])c1)NCCSCc1ccc(Cl)cc1Cl
37: Cc1cccc(C(=O)n2cnnc2N)c1
38: O=C(Cn1ncc2c(=O)oc3ccccc3c21)Nc1nc2ccccc2s1
39: CC(C)(C)c1ccc(OCC(=O)NNC(=O)Cc2cccs2)cc1
40: COCCN1Cc2cccc(C(=O)Nc3ccc(S(=O)(=O)N4CCCCC4)cc3)c2C1=O

Compound	33	34	35	36	37	38	39	40
NPY-Y2 PAM-ag	11	11	-6	-11	12	12	-12	-21
RBBP9 inhibitor	-8	0	9	-5	-13	2	-4	-2
NPY Y1 blocker	-2	0	7	3	0	0	1	/
Runt-SMMHC FRET	3	0	-4	-3	-2	-1	2	-6
p97 ATPase inh	0	-1	2	-4	0	6	0	4
NPY-Y1 PAM-ag	18	-2	-5	-14	-3	-8	-8	19
Mdm2 ligase inh	-18	-8	6	/	7	-7	-11	-15
Hck-Nef inh	-2	12	-7	1	-89	1	-1	3
Runt-CBFb FRET	0	4	3	0	-1	0	-6	0

Single values from the results shown:
In Hck-Nef inh, COc1ccc(CCN=C(N)NS(=O)(=O)c2ccc(OC)cc2)cc1 reads 0
In Hck-Nef inh, O=C(OCc1cccc([N+](=O)[O-])c1)c1ccncc1 reads 24
In NPY-Y2 PAM-ag, CCc1ccc(NS(=O)(=O)c2cccs2)cc1 reads -2

Other entries
41: CCCNS(=O)(=O)c1ccc(CCC(=O)NCc2cccnc2)cc1
42: CCCNC(=S)Nc1ccc(Oc2ccccc2)cc1
43: Cc1[nH]c2ccccc2c1C(=O)COC(=O)c1c(-c2ccccc2Cl)noc1C
44: O=c1[nH]ncn1-c1ccccc1
45: CCOC(=O)c1c(NC(=O)CSc2c[nH]c3ccccc23)sc2c1CCC2
46: O=C(/C=C\c1ccco1)Nc1nc(-c2ccccc2)cs1
47: COC(=O)c1cc(-c2ccc(S(=O)(=O)N3CCCCC3)cc2)c(C(F)(F)F)s1
48: Cc1cc(C)cc(Nc2c(F)c(F)c(F)c(F)c2C(=O)O)c1

Compound	41	42	43	44	45	46	47	48
NPY-Y2 PAM-ag	12	8	15	-10	-12	4	-9	-1
RBBP9 inhibitor	-4	2	-13	8	-12	-7	-5	-11
NPY Y1 blocker	3	-9	-3	-6	0	-2	/	7
Runt-SMMHC FRET	-2	-6	4	-2	7	1	-3	-1
p97 ATPase inh	6	2	-3	3	1	-4	-5	4
NPY-Y1 PAM-ag	-4	5	3	6	-21	4	11	4
Mdm2 ligase inh	-10	-3	-3	-11	/	-13	0	-10
Hck-Nef inh	-17	-1	1	10	-5	2	-3	6
Runt-CBFb FRET	0	5	1	0	4	0	-2	-1

49: COc1cccc(CC2(CO)CCCN(Cc3ccc(C)s3)C2)c1 (stereo unspecified)
50: COc1cccc(N=Cc2c(O)n(-c3cccc(C)n3)c(=O)c3ccccc23)c1
51: Cc1ccc(NC(=O)N2CCCC2C(=O)NCCc2ccccc2)cc1 (stereo unspecified)
52: O=C(CN1CCCCC1)N=Nc1c(O)[nH]c2ccccc12
53: CCCCOCCCNS(=O)(=O)Cc1ccccc1
54: c1ccc(Cc2noc(CN3CCN(C4CCc5ccccc5C4)CC3)n2)cc1 (stereo unspecified)
55: CC(NCc1ccc(-c2ccccc2)cc1)C(O)c1ccccc1 (stereo unspecified)
56: CCC(C)NC(=O)C1CCN(S(=O)(=O)N2CCCC2)CC1 (stereo unspecified)

Compound	49	50	51	52	53	54	55	56
NPY-Y2 PAM-ag	-32	-5	1	-19	-7	-25	-28	-1
RBBP9 inhibitor	-7	2	-7	-5	0	-9	-2	-7
NPY Y1 blocker	4	12	-3	-1	-2	17	20*	5
Runt-SMMHC FRET	-1	9	-2	-2	-2	1	2	-1
p97 ATPase inh	-4	2	-2	4	-14	-6	0	4
NPY-Y1 PAM-ag	-26	10	-4	-1	-2	-27	-78	10
Mdm2 ligase inh	-21	-9	-7	15	-12	-10	5	-11
Hck-Nef inh	12	0	-2	7	-1	21	4	-8
Runt-CBFb FRET	0	3	-1	-1	0	-1	0	0

Source: PubChem (several laboratories)
